RGS4-Gao reg: modulates binding of RGS4 to human Galphao; P09471; Multiplexed bead flow cytometry; actives lie on both sides; binding response (% of control), % at 10 µM; 0.33% of 220,000 active; in the data active = binding response below about 49% or above about 150%; inactive = in between;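 also: fluorescent Galphao activated with aluminum fluoride binding bead-coupled RGS4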
Target sequence (P09471 whole entry, looked up): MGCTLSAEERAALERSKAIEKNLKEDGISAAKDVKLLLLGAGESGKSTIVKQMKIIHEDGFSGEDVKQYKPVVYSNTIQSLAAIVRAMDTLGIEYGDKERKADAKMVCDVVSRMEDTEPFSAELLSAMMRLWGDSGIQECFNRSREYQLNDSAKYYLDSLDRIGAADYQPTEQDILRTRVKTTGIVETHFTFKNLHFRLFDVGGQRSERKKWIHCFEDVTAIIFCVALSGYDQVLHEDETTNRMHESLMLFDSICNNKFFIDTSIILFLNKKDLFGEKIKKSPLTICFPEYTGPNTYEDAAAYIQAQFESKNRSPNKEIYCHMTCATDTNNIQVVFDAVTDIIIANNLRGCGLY
Bim-Bcl-W: inhibitors of Bim-Bcl-W interaction, human; Q92843; bead-based flow cytometry, Bim peptide-Bcl-W binding; inhibition, % at 10 µM; 0.02% of 190,000 active; AID 952;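 also: 0% = bound tracer without compound and 100% = peptide blocker; higher means less fluorescent Bim peptide bound to Bcl-W beads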
Target sequence (Q92843 whole entry, looked up): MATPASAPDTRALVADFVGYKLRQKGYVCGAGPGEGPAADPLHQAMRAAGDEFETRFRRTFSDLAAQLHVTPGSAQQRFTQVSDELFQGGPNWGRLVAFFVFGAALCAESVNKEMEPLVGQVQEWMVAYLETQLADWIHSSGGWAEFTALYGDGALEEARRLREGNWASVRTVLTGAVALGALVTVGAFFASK
RGS8-Gao: regulators of human RGS8-Galphao interaction; multiplexed bead flow cytometry, RGS8-Galphao binding; actives lie on both sides; P09471; response (percent of control binding), % at 10 µM; AID 1423; 0.34% of 220,000 active; in the data active = response below about 60% or above about 140%; inactive = in between;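 also: Galphao activated as the GDP aluminium fluoride complex binding bead-coupled RGS8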
Bcl-2 Bim block: human Bim-Bcl-2 interaction inhibition; Bead-based flow cytometry, Bim peptide-Bcl-2 binding; inhibition, % at 10 µM; 0.06% of 190,000 active; in the data active = inhibition above about 40%; inconclusive = no clear call, values can overlap the other calls;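 also: 0% = no compound wells with probe peptide and 100% = reference peptide inhibitor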
Mcl-1 Bim block: inhibitors of Bim-Mcl-1 interaction, human; Q07820; Bead-based flow cytometry, Bim peptide-Mcl-1 binding; inhibition, % at 10 µM; 0.1% of 190,000 active; AID 1009;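 also: 0% = no compound tracer wells and 100% = peptide blocker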
Mcl1-Bid inh: Mcl-1/Bid interaction inhibition; inhibition, % at 21.7 µM; Q07820; 0.97% of 220,000 active; TR-FRET Mcl-1/Bid-Dy647 peptide binding, 1536-well;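 active = compounds that cut the binding signal by more than half at the single screening dose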;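 also: His-tagged Mcl-1 with europium anti-His antibody binding Bid BH3 peptide; 0% = Mcl-1 plus peptide wells and 100% = peptide-only wells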
RGS7-Gao: human RGS7-Galphao interaction regulation; 0.35% of 220,000 active; binding response (% of control), % at 10 µM; P09471; Multiplexed bead flow cytometry, RGS7-Galphao binding; actives lie on both sides; in the data active = binding response below about 49% or above about 150%; inconclusive = no clear call, values can overlap the other calls; inactive = in between;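 also: fluorescent Galphao held in activated GDP-AlF4 state binding bead-coupled RGS7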
Bcl-XL Bim block: human Bim-Bcl-XL interaction inhibition | Q07817 | Bim peptide-Bcl-XL binding, bead flow cytometry, fluorescence | inhibition, % at 10 µM | 0.04% of 190,000 active
Mcl1-Noxa inh: disrupts binding of human Mcl-1 to Noxa peptide; TR-FRET Mcl-1/Noxa peptide binding, 2 h; inhibition, % at 21.7 µM; 1.5% of 220,000 active;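 active = compounds that cut the protein-peptide binding signal by more than 50% relative to plate controls in a single-dose test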;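 also: His-tagged Mcl-1 with rhodamine Noxa BH3 peptide and terbium anti-His antibody; 0% = Mcl-1 plus Noxa peptide wells and 100% = peptide-only wells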
Bcl-B Bim block: human Bim-Bcl-B interaction inhibition | bead-based flow cytometry, Bim peptide-Bcl-B binding | Q9HD36 | inhibition, % at 10 µM | 0.073% of 190,000 active;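 also: 0% = tracer peptide without compound and 100% = reference inhibitor peptide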
Target sequence (Q9HD36 whole entry, looked up): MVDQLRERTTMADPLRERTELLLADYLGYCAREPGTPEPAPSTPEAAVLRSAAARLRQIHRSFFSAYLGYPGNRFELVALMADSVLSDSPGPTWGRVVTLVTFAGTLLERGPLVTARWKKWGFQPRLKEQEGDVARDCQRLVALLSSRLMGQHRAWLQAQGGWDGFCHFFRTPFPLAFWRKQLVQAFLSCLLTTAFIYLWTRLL
Bfl-1 Bim block: inhibitors of Bim-Bfl-1 interaction, human | Q16548 | Bead-based flow cytometry, Bim-Bfl-1 binding inhibition | inhibition, % at 10 µM | 0.12% of 190,000 active;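 also: 0% = wells without compound plus tracer and 100% = blocker peptide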
Numbers without * were called inactive; ? = inconclusive; / = no result given. Rule as the data show it, unless noted: active = inhibition above about 40%.

SMILES	RGS4-Gao reg	Bim-Bcl-W	RGS8-Gao	Bcl-2 Bim block	Mcl-1 Bim block	Mcl1-Bid inh	RGS7-Gao	Bcl-XL Bim block	Mcl1-Noxa inh	Bcl-B Bim block	Bfl-1 Bim block
Cc1ccc(-c2csc(NC(=O)C[n+]3cc(-c4ccccc4)n4c3CCC4)n2)cc1	103	/	100	/	/	-7	?	/	2	/	/
COc1ccc(CCN(C)C(=O)/C=C/c2c(Cl)nc3ccccn23)cc1OC	94	1	96	0	5	-59	?	0	16	1	0
C[C@H](NC(=O)CCCn1nnc2ccccc2c1=O)C(=O)O	93	/	97	/	/	-5	?	/	19	/	/
O=C(CN1CC(=O)Oc2ccccc21)OCC(=O)c1cccc(Br)c1	90	0	88	-8	0	-85	86	-4	-69	-8	-16
COCCn1nnnc1C(c1cccs1)N1CCN(c2ccccc2)CC1 (centres undefined)	102	1	100	2	0	-73	101	-1	5	0	-2
CCOc1ccc(NC(=O)N(CCN2CCOCC2)Cc2ccc3c(c2)CCCN3CC)cc1	104	0	101	-6	-2	-86	102	-11	78*	-8	-9
CCOC(=O)Nc1sc2nc(C)cc(C)c2c1-n1cccc1	102	-1	101	-9	-2	-19	100	-10	8	-10	-12
Cc1ccc(-n2cc(CN(C)Cc3nccn3C)c(-c3cccc(C)c3)n2)cc1	103	-1	99	-1	-1	-12	100	-2	20	-3	-4
Cc1ccccc1CNC(=O)/C=C\C(=O)O	98	-3	102	-2	-5	21	100	-4	25	-3	-1
COc1cc(CC(=O)OCC(=O)Nc2cc([N+](=O)[O-])ccc2Cl)cc(OC)c1OC	101	-6	101	-3	-5	-2	98	-6	17	-6	-5
Cc1nnc(Nc2ccc(C(=O)NCCO)cc2)c2ccccc12	101	-1	103	8	-2	-6	103	-4	20	4	0
CC(=O)N1CCN(c2ccc([N+](=O)[O-])c(-n3nc(C)cc3C)c2)CC1	79	-4	60*	-3	16	-53	84	-4	-2	-3	-1
CCC(=O)Nc1cccc(NC(=S)NC(=O)c2ccc(C)cc2)c1	101	-1	101	0	0	-22	99	-3	-5	-4	-1
CCN(CC)c1nc2n(c(=O)n1)CCN2CC	98	4	103	-7	-4	-12	99	12	0	-11	-15
Cc1cc(C(=O)CSc2ncccn2)c(C)n1-c1cccc(F)c1	99	-1	102	-7	-2	-40	104	-4	14	-10	-7
CCCCNC(=O)C1COc2ccccc2O1 (centres undefined)	101	5	101	0	5	-16	102	-1	-13	-1	-11
CCOC(=O)C1(C)NC(c2ccc(OC)cc2OC)C2C(=O)N(c3cccc(OC)c3)C(=O)C21 (centres undefined)	106	1	102	2	2	-18	104	-1	-12	0	0
COc1ccc(C)cc1S(=O)(=O)Nc1ccccc1C	103	-1	102	-2	0	-4	100	-2	16	0	-3
Cc1nc(SCC(=O)N2CC(C)OC(C)C2)nc(C)c1C (centres undefined)	101	0	105	-9	-8	-22	101	-10	-6	-13	-11
CC1COC(C)(CC(=O)NN2C(=O)c3ccccc3C2=O)O1 (centres undefined)	102	-1	101	0	0	-17	103	0	-6	-2	-5
Cc1ccc(/C=N/NC(=O)c2n[nH]c3c2CCCC3)cc1	102	/	102	/	/	0	?	/	-1	/	/
Cn1cccc1/C=N/NC(=O)c1ccccn1	102	/	103	/	/	-41	?	/	6	/	/
Cc1ccccc1N1CC2=C(C1=O)C(c1ccccc1)NC(=O)N2C (centres undefined)	92	/	94	/	/	-16	?	/	-8	/	/
Cc1nc(Oc2ccccc2)c2ccccc2n1	98	7	90	6	8	-8	95	15	-20	7	11
O=C(CNCCO)N1CCc2ccccc21	103	-5	103	-2	-4	-23	106	-4	-27	-2	-1
More records:
SMILES	RGS4-Gao reg	Bim-Bcl-W	RGS8-Gao	Bcl-2 Bim block	Mcl-1 Bim block	Mcl1-Bid inh	RGS7-Gao	Bcl-XL Bim block	Mcl1-Noxa inh	Bcl-B Bim block	Bfl-1 Bim block
CN(c1cccc(NC(=O)CN(c2cccc(F)c2)S(C)(=O)=O)c1)S(C)(=O)=O	103	-5	104	-6	-4	-8	?	-4	4	-8	-7
O=C(NCCc1ccccc1)C(=O)NCC1(c2ccccc2)CCCC1	99	-6	100	-7	-6	-6	101	-2	-4	-4	0
C/C(CCc1ccccc1)=N\NC(=O)C(=O)Nc1cccc(Cl)c1	101	-2	102	0	0	-12	102	-2	16	-3	-5
CC(C)OC(=O)CCNc1n[nH]c(=O)[nH]c1=O	99	0	100	-4	1	-2	99	-4	-5	-9	-5
CC(NC(=O)CNC(=S)N(Cc1cccs1)C1CCCC1)c1ccccc1 (centres undefined)	85	0	92	-2	0	-56	93	-2	-3	-6	-2
O=C(COC(=O)C1CC(=O)N(c2ccc3c(c2)OCCO3)C1)Nc1ccc2c(c1)CCC2 (centres undefined)	110	3	111	0	0	-3	111	1	15	0	0
O=C(N/N=C/c1ccc([N+](=O)[O-])o1)C(=O)Nc1ccc(C(=O)O)cc1	100	/	103	/	/	-5	?	/	21	/	/
Cc1cccnc1NC(=O)NC(=O)c1ccc(C(C)(C)C)s1	82	/	88	/	/	-5	?	/	7	/	/
O=C(COC(=O)Cc1cccc2ccccc12)Nc1ccccc1-c1ccccc1	97	-2	100	-5	-2	-18	96	-5	5	-6	-9
CCN(CC)CCCN1C(=O)C(O)=C(C(=O)c2cc3cccc(OC)c3o2)C1c1ccncc1 (centres undefined)	99	-4	101	-8	-4	-16	97	-7	5	-8	-17
CCOC(=O)c1cnc(-c2ccccc2)nc1N(C)C	87	2	93	-1	-1	2	95	9	9	-5	3
CC1(C)c2ccccc2N2CC(=O)N[C@@]21/C=C/C=C/c1ccccc1	100	/	100	/	/	-7	?	/	-10	/	/
CN(C)CCNC(=O)C(=O)NCC1OCCN1S(=O)(=O)c1ccc2c(c1)OCCO2 (centres undefined)	101	/	101	/	/	17	?	/	25	/	/
O=C(Cc1ccccc1)NCC(=O)N/N=C/c1cccnc1	100	/	102	/	/	-26	?	/	27	/	/
CCN(CC)C(C)C(=O)NCC1(c2ccccc2)CCOCC1 (centres undefined)	102	-3	102	-2	-3	10	99	-3	14	-5	-3
COc1ccc(OC)c(-c2cc(C(=O)Nc3c(C)nn(Cc4ccc(Cl)cc4)c3C)no2)c1	100	1	103	-11	-3	9	99	-7	10	-9	-19
COc1cc(C(=O)N2C(=O)c3cccc(N)c3C2=O)cc(OC)c1OC	100	0	102	-3	-1	9	106	-2	11	-2	-9
CCCC1C2CN(C(C)=O)CC=C2C(C#N)=C(N)C1(C#N)C#N (centres undefined)	101	0	102	-10	-1	-24	98	-3	16	-8	-15
CN(C)C(CNc1ccc([N+](=O)[O-])cc1C#N)c1ccccc1 (centres undefined)	104	12	99	-2	-2	-57	108	5	9	1	5
Cc1cccc(CSCC(=O)NCc2ccc(S(N)(=O)=O)cc2)c1	99	1	100	-3	2	-5	?	-2	7	-3	-8
CC1=C(C#N)C(=O)NC(C)(C)C1	99	-1	98	-9	-1	-2	102	-5	-4	-7	-11
CN1CCN(S(=O)(=O)c2cccc(C(=O)Nc3ccccc3N3CCOCC3)c2)CC1	100	0	100	0	-1	-25	102	-2	12	-3	-5
O=C(CN1C(=O)COc2ccc(S(=O)(=O)N3CCCC3)cc21)NC1CCCCCCC1	95	-1	90	0	0	-6	98	-1	17	2	4

Two of these compounds in another layout.
structure | RGS4-Gao reg | Bim-Bcl-W | RGS8-Gao | Bcl-2 Bim block | Mcl-1 Bim block | Mcl1-Bid inh | RGS7-Gao | Bcl-XL Bim block | Mcl1-Noxa inh | Bcl-B Bim block | Bfl-1 Bim block
C/C(CCc1ccccc1)=N\NC(=O)C(=O)Nc1cccc(Cl)c1 | 101 | -2 | 102 | 0 | 0 | -12 | 102 | -2 | 16 | -3 | -5
CC(C)OC(=O)CCNc1n[nH]c(=O)[nH]c1=O | 99 | 0 | 100 | -4 | 1 | -2 | 99 | -4 | -5 | -9 | -5

Among those listed so far, 7 contain an aryl methoxy group.
SMILES	RGS4-Gao reg	Bim-Bcl-W	RGS8-Gao	Bcl-2 Bim block	Mcl-1 Bim block	Mcl1-Bid inh	RGS7-Gao	Bcl-XL Bim block	Mcl1-Noxa inh	Bcl-B Bim block	Bfl-1 Bim block
COc1ccc(CCN(C)C(=O)/C=C/c2c(Cl)nc3ccccn23)cc1OC	94	1	96	0	5	-59	?	0	16	1	0
COc1cc(CC(=O)OCC(=O)Nc2cc([N+](=O)[O-])ccc2Cl)cc(OC)c1OC	101	-6	101	-3	-5	-2	98	-6	17	-6	-5
CCOC(=O)C1(C)NC(c2ccc(OC)cc2OC)C2C(=O)N(c3cccc(OC)c3)C(=O)C21 (centres undefined)	106	1	102	2	2	-18	104	-1	-12	0	0
COc1ccc(C)cc1S(=O)(=O)Nc1ccccc1C	103	-1	102	-2	0	-4	100	-2	16	0	-3
CCN(CC)CCCN1C(=O)C(O)=C(C(=O)c2cc3cccc(OC)c3o2)C1c1ccncc1 (centres undefined)	99	-4	101	-8	-4	-16	97	-7	5	-8	-17
COc1ccc(OC)c(-c2cc(C(=O)Nc3c(C)nn(Cc4ccc(Cl)cc4)c3C)no2)c1	100	1	103	-11	-3	9	99	-7	10	-9	-19
COc1cc(C(=O)N2C(=O)c3cccc(N)c3C2=O)cc(OC)c1OC	100	0	102	-3	-1	9	106	-2	11	-2	-9

Assay outcomes as filed in PubChem.
